M4 PAM: positive allosteric modulators of human muscarinic M4 receptor. AID 624126. 360,000 compounds, 0.4% hits. CHO-K1 hM4/Gqi5, Fluo-8 calcium fluorescence, ACh EC20; 0% = ACh EC20, 100% = maximal ACh. activation, % at 3 µM;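 active = activation above its plate's cutoff, the mean activation of sample wells plus 3 SD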; note: some results filed as inactive read as strong as hits
Target sequence (P08173 whole entry, looked up): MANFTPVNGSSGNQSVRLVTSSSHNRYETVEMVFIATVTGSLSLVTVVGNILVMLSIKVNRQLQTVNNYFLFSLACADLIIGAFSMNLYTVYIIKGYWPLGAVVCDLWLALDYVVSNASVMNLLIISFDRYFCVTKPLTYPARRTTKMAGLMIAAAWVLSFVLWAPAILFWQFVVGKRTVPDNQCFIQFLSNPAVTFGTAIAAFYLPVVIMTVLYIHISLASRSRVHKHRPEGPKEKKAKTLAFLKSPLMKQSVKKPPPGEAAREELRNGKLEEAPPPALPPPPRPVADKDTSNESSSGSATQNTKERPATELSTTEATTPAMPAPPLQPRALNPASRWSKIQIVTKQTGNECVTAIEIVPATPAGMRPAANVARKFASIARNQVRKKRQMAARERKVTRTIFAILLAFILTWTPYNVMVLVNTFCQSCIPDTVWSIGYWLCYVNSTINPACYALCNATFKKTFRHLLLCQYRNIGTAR
M5 ag: agonists of human muscarinic M5 receptor (CHRM5) | activation, % at 3 µM | AID 624037 | CHO-K1 hM5 cells, Fluo-8 calcium fluorescence; 0% DMSO wells, 100% maximal acetylcholine response | 360,000 compounds, 0.19% hits | P08912;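 active = activation above the run's mean over test compounds plus 3 SD, cut at about 23% in these data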;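 note: signal is peak over basal fluorescence ratio across the kinetic read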
TAAR1 ag: agonists of human TAAR1; Q96RJ0; CHO RD-HGA16 TAAR1, Fluo-8 calcium fluorescence; vehicle wells 0%, saturating PEA agonist 100%; activation, % at 3 µM; 360,000 compounds, 0.99% hits;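 active = activation above the mean activation of all test compounds in the run plus 3 SD, cut at about 38% in these data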
Target sequence (Q96RJ0 whole entry, looked up): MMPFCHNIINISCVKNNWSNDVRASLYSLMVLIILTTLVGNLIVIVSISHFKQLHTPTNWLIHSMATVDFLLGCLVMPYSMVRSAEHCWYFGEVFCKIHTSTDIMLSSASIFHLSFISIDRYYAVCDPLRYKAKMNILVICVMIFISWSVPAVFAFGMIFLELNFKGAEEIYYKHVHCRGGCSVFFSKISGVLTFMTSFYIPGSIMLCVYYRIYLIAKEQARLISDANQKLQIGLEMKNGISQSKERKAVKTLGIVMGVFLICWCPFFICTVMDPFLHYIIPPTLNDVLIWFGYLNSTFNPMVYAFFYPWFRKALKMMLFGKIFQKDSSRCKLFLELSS
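System: CHO-derived RD-HGA16 cells with stable Gα16 and human TAAR1. Times: 17-24 h plating, Fluo-8 75 min 37 °C, 30 min RT. Measured by: calcium-sensitive Fluo-8 signal, excitation 470-495, emission 515-575 nm. Read-out basis: % activation relative to PEA EC100 response. Control set: DMSO and PEA EC100. Repeats: no replicates (n 1).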
CRFBP-R2 block: antagonists of CRF-binding protein/CRF-R2 receptor complex; 350,000 compounds, 0.59% hits; HEK293 CRF-R2/CRF-BP, CRF-induced calcium fluorescence; inhibition, % at 11.8 µM;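 active = inhibition of the ligand-induced calcium signal above about 50% at the single tested concentration, limit read from the data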
M1 PAM parental: counter-screen for M1 PAMs: effect in parental CHO-K1 cells; ATP EC20, Fluo-8 calcium fluorescence; 0% at ATP EC20, 100% at ATP max; activation, % at 3 µM; 360,000 compounds, 0.02% hits;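 active = activation above the run cutoff, the mean activation of all test compounds plus 3 SD, cut at about 40% in these data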;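 note: peak over basal fluorescence ratio in a 140 s read after ATP addition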
CHRM5 antagonist: antagonists of human muscarinic M5 receptor (CHRM5); CHO-hM5 cells, Fluo-8 calcium fluorescence, ACh EC80; P08912; inhibition, % at 3 µM; 360,000 compounds, 0.59% hits; AID 624040;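 active = inhibition above a per-plate cutoff, the mean of that plate's test compounds plus 3 SD, cut at about 27% in these data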;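 note: 0% = acetylcholine EC80 with DMSO and 100% = DMSO without agonist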
M5 PAM: CHRM5 positive allosteric modulation. CHO-K1 hM5, Fluo-8 calcium, ACh EC20 PAM; 0% = ACh EC20, 100% = ACh EC100. activation, % at 3 µM. 360,000 compounds, 0.3% hits. AID 624038;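 active = activation above the run cutoff, the mean activation of all test compounds plus 3 SD, cut at about 18% in these data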
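System: CHO-K1 cell line with stable human muscarinic M5 receptor expression | Also added: EC20 acetylcholine as agonist stimulus | Compound: One concentration, 3 µM final (nominal) | Timing: Fluo-8 loading 80 min at 37 °C plus 30 min room temperature | Measured by: Fluo-8 calcium dye fluorescence, kinetic read | Read-out basis: % activation, ACh-normalized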
CRFR2-BP ag: CRF-BP/CRF-R2 complex agonism | HEK293 CRF-R2/CRF-BP, calcium dye fluorescence (FLIPR); percent of saturating CRF peptide response | activation, % at 13.2 µM | 350,000 compounds, 0.46% hits | AID 588473;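 active = activation of at least 50%, plus an integration ratio under a set limit after plate pattern correction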;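 note: plate controls were neutral control wells without compound for no effect and CRF at EC100 for full effect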
TAAR1 antag: antagonists of human TAAR1 | Q96RJ0 | CHO RD-HGA16 TAAR1, Fluo-8 calcium fluorescence, antagonist | inhibition, % at 3 µM | 360,000 compounds, 1.5% hits;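 active = inhibition above a per-plate cutoff, the mean inhibition of test compounds on that plate plus 3 SD, cut at about 49% in these data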;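 note: 0% = DMSO plus EC80 beta-PEA response and 100% = DMSO alone without agonist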
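Assay system: RD-HGA16 CHO cells with stable hTAAR1 and Gα16 / Reagent: EC80 β-phenethylamine stimulus / Doses: 3 µM, single point / Timing: dye loading 75 min at 37 °C, then 30 min room temperature / Measured by: Fluo-8 intracellular calcium dye fluorescence, real-time kinetic reads / Controls: vehicle wells and EC80 agonist wells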
* = called active by the depositor; / = not tested or not shown. Hits appear at their usual frequency; 4.2% or so of the library scored in one or more.

The line under a structure holds: M4 PAM	M5 ag	TAAR1 ag	CRFBP-R2 block	M1 PAM parental	CHRM5 antagonist	M5 PAM	CRFR2-BP ag	TAAR1 antag
1) O=[N+]([O-])c1cc(-c2ccccc2)cc([N+](=O)[O-])c1O
 : -1	-1	12	65*	-17	2	-10	1.0	-24
2) CC(C)(O)c1nnn(-c2ccccc2)c1C(F)(F)F
 : 5	-3	2	1	-3	-1	4	3.2	-14
3) O=S(=O)(NCC1CCCO1)c1ccc(S(=O)(=O)N(Cc2ccccn2)C2CC2)cc1 (stereo not given)
 : -3	1	2	34	1	2	-8	0.0	-18
4) CCCn1c(=O)[nH]c(=O)c2c1nc(-c1ccccc1)n2CCN1CCOCC1
 : -2	-2	17	5	17	3	-8	-0.8	1
5) Cc1ccc(N(CC(=O)NCc2ccccc2Cl)S(=O)(=O)c2c(C)noc2C)cc1
 : -4	-4	-2	-6	1	12	-2	0.8	6
6) Cc1ccc2cc(CN(CCN3CCCC3)C(=O)Nc3ccc(F)cc3)c(=O)[nH]c2c1C
 : 1	-5	2	-4	14	-6	11	0.1	13
7) CNC(=S)N1CCN(c2c(F)cc3c(=O)c(C(=O)O)cn(C4CC4)c3c2OC)CC1C (stereo not given)
 : 7	-3	-3	-3	25	-4	5	-2.8	-2
8) Cc1cc(S(=O)(=O)N2CCOCC2)ccc1OCC(=O)NCC1CCCO1 (stereo not given)
 : -8	0	-3	8	-2	3	-3	3.3	7
9) COc1ccc(/C=N/Nc2nc(N3CCCC3)nc(N3CCCC3)n2)c(OC)c1OC
 : -3	-1	-2	-6	21	-5	-1	1.5	2
10) CC1(C)N([O-])C2=C(CCCC2)[N+]1=O
 : 8	-2	0	7	7	22	-9	-1.8	-5
11) CC(=O)Nc1ccc(NC(=O)Cc2sc(C)nc2-c2ccc(C)cc2)cc1
 : 3	-1	-1	19	18	-2	0	-0.6	-14
12) CC(=O)NS(=O)(=O)c1ccc(NS(=O)(=O)c2ccc3ccccc3c2)cc1
 : 4	0	0	6	5	-5	4	-1.8	6
13) CN1CCN(Cc2nc3ccccc3c(=O)n2Cc2nc(-c3cccc([N+](=O)[O-])c3)cs2)CC1
 : 1	-10	1	2	6	6	-5	-2.3	-37
14) Cc1cccc(C)c1NC1=NCCCCC1
 : 4	-1	1	-9	17	5	4	4.7	8
15) COc1cccc(OCC(=O)NNC(=S)Nc2ccc(Cl)cc2Cl)c1
 : 0	1	5	-6	12	-2	-5	4.7	13

Overlap with the part before: 3 entries, followed by the next part.
The line under a structure holds: M4 PAM	M5 ag	TAAR1 ag	CRFBP-R2 block	M1 PAM parental	CHRM5 antagonist	M5 PAM	CRFR2-BP ag	TAAR1 antag
13) CN1CCN(Cc2nc3ccccc3c(=O)n2Cc2nc(-c3cccc([N+](=O)[O-])c3)cs2)CC1
 : 1	-10	1	2	6	6	-5	-2.3	-37
14) Cc1cccc(C)c1NC1=NCCCCC1
 : 4	-1	1	-9	17	5	4	4.7	8
15) COc1cccc(OCC(=O)NNC(=S)Nc2ccc(Cl)cc2Cl)c1
 : 0	1	5	-6	12	-2	-5	4.7	13
16) O=c1[nH]c2cc3c(cc2cc1CN(Cc1cccnc1)C(=S)NCc1ccco1)OCCO3
 : -4	-2	9	-9	15	10	-4	1.0	40
17) CCOC(=O)CNC1CC(=O)N(c2cccc(Cl)c2)C1=O (stereo not given)
 : -3	2	2	0	20	5	-5	-1.4	-5
18) CCC(CO)Nc1ccn2nc(-c3cc(OC)c(OC)c(OC)c3)cc2n1 (stereo not given)
 : 2	2	1	/	-9	-5	-4	/	2
19) O=C(c1cc(-c2ccc(Cl)cc2Cl)on1)N1CCOCC1
 : 1	-2	1	2	-9	7	-7	-0.1	-3
20) COc1ccc(-c2ccnc(SCC(=O)c3ccc(Cl)cc3)n2)cc1
 : -2	-5	1	11	16	1	-4	0.4	4
21) COc1ccccc1/C=N/Nc1nncc2ccccc12
 : 11	-2	4	-14	-8	-3	9	-1.2	4
22) CC(=Cc1ccccc1)C=C1SC(=S)N(CCCC(=O)Nc2ccc(C(=O)O)c(O)c2)C1=O
 : 8	1	10	/	2	2	2	/	1
23) O=C(NC1CC1)C1C2C3C4CC5C3C5C4C12 (stereo not given)
 : -1	2	-1	-6	12	-1	2	-0.8	2
24) O=c1cc[nH]c2cc(Cl)ccc12
 : -2	1	16	3	10	2	9	-2.9	1
25) Cn1c(CNC(=O)c2ccco2)nnc1SCC(=O)Nc1c(F)cc(F)cc1Br
 : 3	0	9	-4	-29	1	6	0.5	-7
26) COC(=O)c1[nH]c2ccc(C)cc2c1NC(=O)CN1CCc2cc(OC)c(OC)cc2C1
 : -1	-2	17	5	-3	5	-7	-1.4	18
27) COc1ccc(OCc2cccc(C(=O)N3CCCC3)c2)cc1
 : 1	-3	14	9	1	-9	19*	-0.7	-12
28) Cc1nnc(SCC(=O)NC(=O)NC2CCCC2)n1N
 : 2	-1	4	6	-8	4	0	-3.9	-8
29) COC(=O)C1=C(NC(=O)c2cccc(OC)c2)CCS1
 : 21	-8	/	67*	26	-9	7	-4.5	/
30) O=C(Nc1cccc(-n2cnnn2)c1)c1cc(Cl)ccc1Cl
 : 1	-3	2	0	-8	-2	1	-1.1	6

One compound at a time (already shown):
CCOC(=O)CNC1CC(=O)N(c2cccc(Cl)c2)C1=O (stereo not given) is listed with M4 PAM: -3; M5 ag: 2; TAAR1 ag: 2; CRFBP-R2 block: 0; M1 PAM parental: 20; CHRM5 antagonist: 5; M5 PAM: -5; CRFR2-BP ag: -1.4; TAAR1 antag: -5
Cn1c(CNC(=O)c2ccco2)nnc1SCC(=O)Nc1c(F)cc(F)cc1Br is listed with M4 PAM: 3; M5 ag: 0; TAAR1 ag: 9; CRFBP-R2 block: -4; M1 PAM parental: -29; CHRM5 antagonist: 1; M5 PAM: 6; CRFR2-BP ag: 0.5; TAAR1 antag: -7
COc1ccc(OCc2cccc(C(=O)N3CCCC3)c2)cc1 is listed with M4 PAM: 1; M5 ag: -3; TAAR1 ag: 14; CRFBP-R2 block: 9; M1 PAM parental: 1; CHRM5 antagonist: -9; M5 PAM: 19*; CRFR2-BP ag: -0.7; TAAR1 antag: -12

Continuation.
Letter code: A = M4 PAM; B = M5 ag; C = TAAR1 ag; D = CRFBP-R2 block; E = M1 PAM parental; F = CHRM5 antagonist; G = M5 PAM; H = CRFR2-BP ag; I = TAAR1 antag
(31) Cc1ccc(C)c(NC(=S)NC23CN4CN(CN(C4)C2)C3)c1
  A: -1; B: 1; C: 2; D: 5; E: 24; F: -8; G: 3; H: -2.5; I: -13

(32) Cc1ccc(CNC(=O)c2ccc3c(=O)n(CCCN4CCCC4=O)c(=S)[nH]c3c2)cc1
  A: 13; B: 2; C: -4; D: 16; E: 13; F: -1; G: -2; H: 0.7; I: -3

(33) COC(=O)c1ccc(Cl)c(S(=O)(=O)N2CCCC2)c1
  A: -3; B: -3; C: 1; D: 27; E: 7; F: -6; G: -6; H: -1.3; I: -7

(34) CCOc1ccc(C(=O)NCCc2cnc[nH]2)cc1
  A: 3; B: -5; C: 0; D: 2; E: 9; F: -1; G: 5; H: 0.7; I: -1

(35) CCOC(=O)/C=C1\SCC(=O)N1CC(=O)NCCOC
  A: 9; B: 0; C: 5; D: 22; E: 10; F: -7; G: 10; H: 0.3; I: 9

(36) CN(Cc1ccccc1)C(=O)c1cccc(NC(=O)Cc2cccc(NC(=O)C3CCN(C(=O)C4CCC4)CC3)c2)c1
  A: -1; B: -1; C: -1; D: 10; E: 5; F: 11; G: -4; H: -1.2; I: 7

(37) CCOc1ccc(CN2CCN(Cc3cnc(-c4ccccc4)s3)CC2CCO)cc1 (stereo not given)
  A: 12; B: -3; C: 7; D: -1; E: 12; F: 3; G: 0; H: 0.9; I: -25

(38) COc1ccc(C2CC(c3ccccc3)=NN2C(=O)COC(=O)c2cccnc2Cl)cc1 (stereo not given)
  A: -6; B: -1; C: 3; D: 11; E: 13; F: 12; G: -7; H: 4.1; I: 28

(39) O=C(NCc1cccs1)c1cc(-c2ccccc2)nn1CC1CC(c2cccnc2)=NO1 (stereo not given)
  A: -3; B: 4; C: 12; D: 0; E: 13; F: 11; G: -8; H: 0.5; I: 37

(40) CCOC(=O)N1CCN(S(=O)(=O)N2CCCC(C(=O)NCCc3ccc(C)cc3)C2)CC1 (stereo not given)
  A: 6; B: -4; C: 2; D: -4; E: 24; F: 2; G: 0; H: -0.4; I: -21

(41) O=C(CCN1C(=O)NC2(CCCC2)C1=O)Nc1ccc(-c2nc3ccccc3s2)cc1
  A: -13; B: 3; C: 28; D: -13; E: 0; F: 26; G: -41; H: 3.1; I: 68*

(42) CC1Cc2[nH]c(=S)[nH]c(=O)c2C(C)O1 (stereo not given)
  A: 3; B: 2; C: 1; D: /; E: 2; F: -4; G: -1; H: /; I: -19

(43) Cc1nn(-c2ccccc2)c(Cl)c1/C=N/NC(=O)c1[nH]ncc1Br
  A: -1; B: -2; C: 7; D: -4; E: 1; F: -11; G: -3; H: -0.1; I: 45
